Screening data from PubChem.
Giardia FBPA inh – inhibitors of Giardia lamblia fructose-1,6-bisphosphate aldolase; A8B2U2; purified Giardia FBPA; Potency, µM (series often up to 59.6 µM), inactives show top-dose activity, negative = inhibition, usual class: inhibitors; 0.71% of 290,000 active; AID 2451; note: potency is the fitted concentration of half-maximal effect; nearly all actives have a fitted effect of over 55% in size
Target sequence (A8B2U2 whole entry, looked up): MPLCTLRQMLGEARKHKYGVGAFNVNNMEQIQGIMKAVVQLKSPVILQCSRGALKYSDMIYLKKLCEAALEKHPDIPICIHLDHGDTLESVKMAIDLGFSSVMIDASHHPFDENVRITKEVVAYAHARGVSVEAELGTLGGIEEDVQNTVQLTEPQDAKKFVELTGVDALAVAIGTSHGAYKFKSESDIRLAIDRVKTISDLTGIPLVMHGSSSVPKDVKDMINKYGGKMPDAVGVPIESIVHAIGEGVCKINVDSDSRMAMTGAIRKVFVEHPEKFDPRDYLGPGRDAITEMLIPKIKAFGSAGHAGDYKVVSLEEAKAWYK
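Giardia FBPA (40 nM reagent) was preincubated 10 min at RT with compound (up to 57.5 uM final), then substrate plus GAPDH/TPI/NAD/arsenate coupling system with diaphorase/resazurin was added; resorufin fluorescence (525/598 nm) was read after 20 min.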
AmpC detergent – blocks E. coli AmpC beta-lactamase in detergent assay | AmpC hydrolysis of nitrocefin, absorbance 480 nm, 0.01% Triton | Potency, µM (series often up to 114 µM), without a hit: at the highest dose activity change, negative = inhibition, most hits filed as inhibitors | 0.041% of 370,000 active | AID 485294;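 note: potency is the fitted concentration of half-maximal effect; 0% = no-compound wells and -100% = no-enzyme wells; nearly all actives have a fitted effect of over 25% in size; some results filed as inactive show a strong effect at the top dose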
Target sequence (P00811 whole entry, looked up): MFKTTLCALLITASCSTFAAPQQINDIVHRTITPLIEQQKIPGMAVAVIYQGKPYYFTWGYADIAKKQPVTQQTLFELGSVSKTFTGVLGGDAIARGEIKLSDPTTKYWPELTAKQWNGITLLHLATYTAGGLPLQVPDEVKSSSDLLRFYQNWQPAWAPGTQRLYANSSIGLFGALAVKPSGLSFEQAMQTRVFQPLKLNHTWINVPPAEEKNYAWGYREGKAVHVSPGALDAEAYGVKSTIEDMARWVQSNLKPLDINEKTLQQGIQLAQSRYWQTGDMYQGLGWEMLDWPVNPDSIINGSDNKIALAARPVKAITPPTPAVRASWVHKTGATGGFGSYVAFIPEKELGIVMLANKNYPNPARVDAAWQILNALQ
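20 mM phosphate pH 7.0 + 0.01% (detergent screen) or 0.0001% Triton X-100; 5.3 nM AmpC reagent; cpd preinc 15 min RT; nitrocefin (800 uM stock) to start; A480 q20 s × 4 min; Activity was normalised to no-enzyme and no-compound control wells.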
HCMV inh – blocks human cytomegalovirus replication. 4.5% of 410,000 active. AID 1259415. activity change, negative = inhibition, % at 57.5 µM. HFF cells, HCMV-luciferase reporter, 72 h; hits give low values; in the data active = activity change below about -60%; inconclusive = no clear call, values can overlap the other calls; inactive = above about -39%
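Human foreskin fibroblasts infected with luciferase-reporter HCMV at MOI 1 PFU/cell, compounds at two doses. Luciferase measured 72 h post infection; normalized to buffer-only basal and Salinomycin (10uM) controls.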
AmpC no deterg – blocks E. coli AmpC beta-lactamase in detergent-free assay; AmpC nitrocefin hydrolysis, absorbance 480 nm, 0.0001% Triton; Potency, µM (highest dose often 57.1 µM), without a hit: at the top dose activity change, negative = inhibition, usual class: inhibitors; 0.52% of 330,000 active; AID 485341;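 note: potency is the fitted concentration of half-maximal effect; plate controls were no compound for no effect and no enzyme for full effect; nearly all actives have a fitted effect of over 20% in size; some results filed as inactive show a strong effect at the top dose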
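20 mM phosphate pH 7.0 + 0.01% (detergent screen) or 0.0001% Triton X-100; 5.3 nM AmpC reagent; cpd preinc 15 min RT; nitrocefin (800 uM stock) to start; A480 q20 s × 4 min; Activity was normalised to no-enzyme and no-compound control wells.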
Sm TGR block – S. mansoni TGR enzyme inhibition | purified TGR, DTNB reduction, TNB absorbance 405 nm | Potency, µM (doses to about 114 µM), for inactives: at the highest dose activity change, negative = inhibition, actives largely listed as inhibitors | 3% of 360,000 active; note: potency is the fitted concentration of half-maximal effect; nearly all actives have a fitted effect of over 60% in size
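Kinetic colorimetric format: TGR-catalysed, NADPH-driven DTNB reduction monitored via TNB absorbance. Enzyme dispensed at 20 nM; compound exposure 15 min at room temperature before reaction start.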
HCV inhibitor – HCV inhibition; AID 651820; Huh7.5.1 HCVcc-Cre infection, luciferase reporter, 44 h; 3.4% of 340,000 active; Potency, µM (doses to about 41.8 µM), for the others: at the top dose activity change, negative = inhibition, most hits filed as inhibitors; note: potency is the fitted concentration of half-maximal effect
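Seed cells (1,000/well) for 4 h; treat with compound and infect with HCVcc-Cre, moi about 0.5. Incubate 44 h, then detect luciferase activity.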
Starred values were filed as active, the others as inactive; ? = inconclusive; nt = not tested or not shown; [ ] = remark or other dose. Unless noted, calls come from the whole dose curve; as a rule, active = well fitted curve in the direction sought with a large enough effect; inconclusive = small, poorly fitted or top-dose-only effect, or another doubt; inactive = no such curve, though single readings can be large; an effect the other way counts as inactive or inconclusive. Unless noted, % is set by controls: 0 for no effect and ±100 for the full control effect.

Fields: HCV inhibitor | AmpC detergent | Sm TGR block | HCMV inh | Giardia FBPA inh | AmpC no deterg
- O=C1NC(c2ccc(F)cc2)Oc2ccccc21 (configuration not stated)
    17% | 5% | 9% | 12 | 4% | -9%
- O=C(NC(O)C(=O)c1ccc(F)cc1)c1ccc(F)cc1 (configuration not stated)
    -6% | -16% | -20% | -24 | 8% | -6%
- COc1cc(/C=N/O)ccc1OCc1ccc(Cl)cc1
    nt | -7% | nt | 137 | ? | -14%
- C=CCc1c(C)nc(SCC(=C)C)[nH]c1=O
    12% | ? | 3% | 14 | -16% | -12%
- O=C(NCC1CCCCC1)c1ccc(Cl)nc1
    -4% | -11% | 15% | -18 | 7% | -3%
- O=C(CN1C(=O)c2ccccc2S1(=O)=O)c1ccc(O)c(O)c1
    20% | -6% | -24% | -15 | ? | -25%
- Cc1cccc(Cn2cc(S(=O)(=O)c3ccc(Cl)cc3)c(=O)c3cc4c(cc32)OCO4)c1
    nt | -11% | 1% | -2 | nt | nt
- Cc1ccc(-c2cc(C(F)(F)F)n3nc(C(=O)NCCCn4ccnc4)cc3n2)cc1C
    5µM* | 1% | 3% | 13 | 19% | -1%
- CCOc1cc(C2Nc3ccccc3NC3=C2C(=O)CC(C)(C)C3)ccc1O (configuration not stated)
    -9% | -3% | -17% | 41 | 7% | -32%
- CCOC(=O)CSC1=C(C#N)C(c2sccc2C)C(C(C)=O)=C(C)N1 (configuration not stated)
    -15% | -3% | 0% | 15 | -16% | -12%
- Fc1ccccc1NC(=S)N1CCN(c2ccccn2)CC1
    19% | 5% | 9% | -10 | 1% | -13%
- Cc1ccccc1NC(=O)C(NC1CCCCC1)C(C)C (configuration not stated)
    -5% | -2% | 0% | 42 | -7% | 0%
- CCC(=O)Nc1nnc(SCC(=O)NC2CCCC2)s1
    ? | 2% | -4% | 64 | 6% | -22%
- CC(=O)c1ccc(OCCCC(=O)Nc2cc(Cl)ccc2-n2cncn2)cc1
    -24% | ? | -28% | 51 | 2% | 16%
- O=C(CN1CCN(Cc2ccccc2)CC1)NCc1ccc(Cl)cc1
    4% | 0% | -24% | -25 | 3% | 59%

(more compounds)
Fields: HCV inhibitor | AmpC detergent | Sm TGR block | HCMV inh | Giardia FBPA inh | AmpC no deterg
- CCn1cc(C(=O)N2CC(C)CC(C)C2)c(=O)c2cc(S(=O)(=O)N3CCCC3)ccc21 (configuration not stated)
    9% | -11% | -18% | -2 | -3% | 63%[activator]
- CN(C)S(=O)(=O)c1ccc(C(=O)Oc2ccccc2)cc1
    -5% | -11% | 1% | -11 | 1% | -22%
- Cc1ccc(-n2c(SCC(N)=O)nnc2-c2cnccn2)cc1
    5% | -4% | -2% | -1 | 3% | -8%
- O=C(O)c1cccc2c1C(=O)N(C1CCCC1)C2
    14% | 1% | 0% | 16 | 13% | -11%
- CCc1cccc(C)c1NC(=O)CN(C)S(=O)(=O)c1cccc2nsnc12
    nt | -1% | 25% | -10 | nt | nt
- C/C(=N\Nc1ccccc1C(=O)O)c1ccncc1
    -1% | -5% | 2% | 35 | -12% | -6%
- CCc1cccc(NC(=O)c2cccc3c2C(=O)N(CC2CCCO2)C3)c1 (configuration not stated)
    11µM* | -9% | -3% | -30 | 14% | 90%[activator]
- CCCN(C(=O)c1ccc2c(SCC(=O)O)c3c(nc2c1)CCC3)c1cccc(C)c1
    12% | 0% | -8% | -60* | nt | -10%
- O=C(Nc1nnc(C2CC2)o1)c1ccc(S(=O)(=O)N2CCc3ccccc3C2)cc1
    11% | ? | 0% | 5 | ? | -25%
- COc1ccc(CCNC(=O)C2CC(=O)N(c3ccc(F)cc3)C2)cc1OC (configuration not stated)
    -1% | 2% | 13% | 28 | -1% | -3%
- CCOC(=O)NC(=O)c1cn(-c2ccc(OC)cc2)c(=O)[nH]c1=O
    18% | ? | -5% | 35 | 13% | -6%
- CCCS(=O)(=O)N1CCCC(C(=O)c2cccc(Cl)c2)C1 (configuration not stated)
    13% | -2% | -24% | -24 | 3% | 5%
- O=S(=O)(CCc1ccncc1)c1ccc(Cl)cc1
    1% | 2% | ? | -13 | nt | -4%
- CC(=O)Nc1ccc(S(=O)(=O)N[C@@H](C)C(=O)Nc2ccc(N3CCOCC3)cc2)cc1
    3% | -14% | 0% | 13 | 1% | -3%
- Cc1ccc(C(C)C)c(OCC(O)CN2CCN(CCO)CC2)c1 (configuration not stated)
    16% | ? | 0% | -3 | -23% | 11%

Part of the list above in order of count of non-hydrogen atoms, falling:
Fields: HCV inhibitor | AmpC detergent | Sm TGR block | HCMV inh | Giardia FBPA inh | AmpC no deterg
- O=C(Nc1nnc(C2CC2)o1)c1ccc(S(=O)(=O)N2CCc3ccccc3C2)cc1
    11% | ? | 0% | 5 | ? | -25%
- CCc1cccc(NC(=O)c2cccc3c2C(=O)N(CC2CCCO2)C3)c1 (configuration not stated)
    11µM* | -9% | -3% | -30 | 14% | 90%[activator]
- CCOC(=O)NC(=O)c1cn(-c2ccc(OC)cc2)c(=O)[nH]c1=O
    18% | ? | -5% | 35 | 13% | -6%

(continued)
Fields: HCV inhibitor | AmpC detergent | Sm TGR block | HCMV inh | Giardia FBPA inh | AmpC no deterg
- O=C(COC(=O)c1cc[n+]([O-])cc1)Nc1cccc(Cl)c1Cl
    22% | -18% | -3% | -4 | 3% | -6%
- O=C(CCC1CCCCC1)Nc1ccc(S(=O)(=O)Nc2nccs2)cc1
    -8% | ? | 0% | -1 | 11% | -50%
- Cc1ccc(C(=O)CCC(=O)OCC(=O)N2c3ccccc3NC(=O)C2(C)C)cc1
    ? | -7% | 2% | -7 | nt | -34%
- C[C@H](NC(=O)NCc1ccc(F)cc1)C(=O)O
    -1% | -8% | 2% | -1 | 11% | -18%
- [N-]=[N+]=CC(=O)C(c1ccccc1)(c1ccccc1)c1ccccc1
    10% | -4% | -2% | 32 | 5% | -23%
- CCOc1ccc(NC(=S)NC(=O)/C=C/c2ccc(Br)cc2)c([N+](=O)[O-])c1
    6% | 5% | 1% | -17 | -3% | -32%
- O=C(Nc1ccccc1F)c1ccc(Br)o1
    ? | -9% | -2% | 54 | 0%[89.2 µM] | -11%
- CC(=O)NC1C(=O)N=C(SCc2ccccc2)NC1=O (configuration not stated)
    3% | -7% | 1% | 36 | 4% | -11%
- COc1cc(OC)c(OC)cc1/C=N/NC(=O)c1ccc2nc[nH]c2c1
    -14% | -6% | 12% | -30 | 3% | -32%
- CCN1CCSc2ccc(C(=O)NC(C)c3ccccc3)cc21 (configuration not stated)
    nt | 2% | -4% | -12 | nt | nt
- Cc1ccccc1OCC(=O)NCCNC(=O)c1ccncc1
    18% | 3% | -12% | -19 | -6% | 1%
- CN(CC(=O)Nc1ccccc1F)CC(=O)Nc1ccccc1Br
    1% | -1% | 1% | -34 | -2% | 2%
- Cn1c(CO)cnc1SCC(=O)c1ccc(F)cc1
    13% | -1% | 4% | 32 | -10% | -14%
- CC(C)Nc1nc2cccnc2s1
    20% | 4% | -2% | 37 | 0% | -24%
- COc1ccc(-c2nc(CS(=O)(=O)CC(=O)NCc3ccc4c(c3)OCO4)c(C)o2)cc1
    24% | -6% | ? | -3 | nt | 1%

Single records, from the list above. Screens in order: HCV inhibitor	AmpC detergent	Sm TGR block	HCMV inh	Giardia FBPA inh	AmpC no deterg
`COc1cc(/C=N/O)ccc1OCc1ccc(Cl)cc1` as listed: nt	-7%	nt	137	?	-14%
`CCn1cc(C(=O)N2CC(C)CC(C)C2)c(=O)c2cc(S(=O)(=O)N3CCCC3)ccc21` (configuration not stated) as listed: 9%	-11%	-18%	-2	-3%	63%[activator]
`O=C(O)c1cccc2c1C(=O)N(C1CCCC1)C2` as listed: 14%	1%	0%	16	13%	-11%
`COc1cc(OC)c(OC)cc1/C=N/NC(=O)c1ccc2nc[nH]c2c1` as listed: -14%	-6%	12%	-30	3%	-32%
`CCCN(C(=O)c1ccc2c(SCC(=O)O)c3c(nc2c1)CCC3)c1cccc(C)c1` as listed: 12%	0%	-8%	-60*	nt	-10%

More records follow.
Fields: HCV inhibitor | AmpC detergent | Sm TGR block | HCMV inh | Giardia FBPA inh | AmpC no deterg
- Cc1cc(C)n(CC(C)NCc2cn[nH]c2-c2cccc3ccccc23)n1 (configuration not stated)
    -6% | -4% | -11% | -38 | 1% | 35%
- CCCOCCOC(=O)C1=C(C)NC(=O)NC1c1cc(Cl)c(O)c(OC)c1 (configuration not stated)
    -9% | -13% | -8% | 2 | -3% | -15%
- CCOC(=O)C1(CCCc2ccccc2)CCN(Cc2cnc(C)s2)CC1
    ? | 5% | 0% | 31 | -2% | 159%[activator]
- O=C(Nc1ccc(Cl)c(C(F)(F)F)c1)c1ccco1
    ? | -6% | -26% | -13 | -6% | -35%
- COCCn1c(SC(C)C(=O)Nc2ccc(Cl)cn2)nnc1-c1ccncc1 (configuration not stated)
    ? | 1% | 0% | -2 | -3% | -15%
- Cc1ccc(S(=O)(=O)N2[C@@H](c3cccc(C)c3)C(C(=O)O)=C[C@H]2C(C)(C)C)cc1
    15% | nt | nt | 6 | nt | -15%
- CCOC(=O)C(C)/C(C)=N\Nc1ccc([N+](=O)[O-])cc1[N+](=O)[O-] (configuration not stated)
    ? | 2% | ? | -26 | 2% | -10%
- Cc1ccc(N2CCN(C(=O)c3cn(C)c4ccc(S(=O)(=O)N(C)C5CCCCC5)cc4c3=O)CC2C)cc1 (configuration not stated)
    nt | 1% | -2% | -18 | nt | nt
- C#CC(C)(C)NC(=O)c1sccc1Oc1ccc(F)cc1[N+](=O)[O-]
    -17% | 0% | -4% | -34 | 5% | -16%
- Cc1c(Cl)cccc1NC(=S)N1CCc2ccccc2C1
    10% | -2% | 3% | -34 | 2% | -17%
- COc1ccc(NC(=O)c2sc3nc4n(c(=O)c3c2C)CCC4)c(OC)c1
    nt | -9% | -8% | -3 | nt | nt
- Cc1ccccc1CNC(=O)CN1C(=O)C2CCCCN2c2ccc(C(=O)N3CCCC3)cc21 (configuration not stated)
    nt | -5% | -17% | -21 | nt | nt
- C[C@H](NC(=O)[C@H]1N2C(=O)c3ccccc3C2SC1(C)C)C(=O)N1CCC[C@H]1CO (some centres not stated)
    10% | -8% | -21% | -13 | -22% | 109%[activator]
- CC(C)(C)CC(=O)Nc1nnc(C(F)(F)F)s1
    15% | 1% | -12% | -19 | -12% | -11%
- O=C(NCCN1CCCCC1)c1cc(OCC(F)(F)F)ccc1OCC(F)(F)F
    -4% | 2% | -23% | 26 | 1% | -1%
- NC(=O)c1ccc(NC(=O)CN2CCN(S(=O)(=O)c3ccc4ccccc4c3)CC2)cc1
    8% | 7% | 6% | -32 | nt | 40%
